RXFP1 antagonist: antagonists of human relaxin receptor RXFP1 | activity change, negative = inhibition, % at 57.5 µM | Q9HBX9 | HEK293-RXFP1, relaxin-stimulated cAMP HTRF, 30 min; hits give low values | 0.59% of 350,000 active;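 active = activity change of -60% or lower, but not beyond a set lower limit; inconclusive = change between -60% and -40%, or beyond the set limit; inactive = change above -40%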; also: % is scaled to controls: 0 for no effect and ±100 for the full control effect
Target sequence (Q9HBX9 whole entry, looked up): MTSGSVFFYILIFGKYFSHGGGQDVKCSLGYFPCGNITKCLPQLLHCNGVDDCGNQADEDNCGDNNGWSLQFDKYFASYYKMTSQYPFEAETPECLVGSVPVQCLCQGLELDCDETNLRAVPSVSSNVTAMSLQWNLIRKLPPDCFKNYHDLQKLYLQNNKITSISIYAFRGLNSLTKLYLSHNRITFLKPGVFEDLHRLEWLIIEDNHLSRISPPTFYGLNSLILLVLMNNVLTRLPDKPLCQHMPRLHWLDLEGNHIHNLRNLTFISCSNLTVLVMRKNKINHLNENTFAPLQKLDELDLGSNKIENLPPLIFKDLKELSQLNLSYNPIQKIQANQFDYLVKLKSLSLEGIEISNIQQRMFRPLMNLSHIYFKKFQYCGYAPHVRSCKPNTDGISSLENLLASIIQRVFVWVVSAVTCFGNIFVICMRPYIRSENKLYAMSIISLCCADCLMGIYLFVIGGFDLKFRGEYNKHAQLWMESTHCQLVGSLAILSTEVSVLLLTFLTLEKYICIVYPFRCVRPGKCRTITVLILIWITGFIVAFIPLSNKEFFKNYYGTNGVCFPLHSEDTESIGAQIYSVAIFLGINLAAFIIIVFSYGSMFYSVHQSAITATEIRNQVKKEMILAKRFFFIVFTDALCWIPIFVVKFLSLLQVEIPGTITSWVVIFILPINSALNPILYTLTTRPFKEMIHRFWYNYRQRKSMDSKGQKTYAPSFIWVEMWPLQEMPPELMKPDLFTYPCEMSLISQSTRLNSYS
APE1 inh: inhibitors of human APE1 endonuclease; recombinant APE1, TAMRA/BHQ-2 abasic DNA cleavage fluorescence; Potency, µM (titrated, usually from 65.8 µM), inactives show at the highest dose activity change, negative = inhibition, usual class: inhibitors; 0.35% of 350,000 active; AID 2517; P27695;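 also: potency is read from the fitted curve at half-maximal effect; plate controls were vehicle for no effect and reference inhibitor for full effect; nearly all actives have a fitted effect of over 55% in size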
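Kinetic fluorescence read (525 ex/598 em nm, three reads 60 s apart) of AP-site incision; signal = third minus first read. Enzyme 0.75 nM, dual-labelled THF duplex 50 nM, compound preincubation 15 min RT.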
POLI inh: blocks human DNA polymerase iota activity | Q9UNA4 | Pol iota fluorescent replication assay, 10 min | Potency, µM (top dose mostly 115 µM), for inactives: at the highest dose activity, negative = inhibition, actives largely listed as inhibitors | 1% of 390,000 active; also: potency is read from the fitted curve at half-maximal effect
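Fluorescent replication assay read twice, at 0 min and 10 min after adding 50 nM (final) substrate. Enzyme (10 nM) and compounds were first incubated 15 min at room temperature; enzyme-free buffer wells were negative controls.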
POLH inh: DNA polymerase eta (human) inhibition; Q9Y253; recombinant Pol eta, fluorescent DNA replication assay; Potency, µM (doses to about 114 µM), inactives show at the highest dose activity change, negative = inhibition, actives largely listed as inhibitors; 1.2% of 390,000 active; AID 588591; also: potency is read from the fitted curve at half-maximal effect; % is scaled to controls: 0 for no effect and ±100 for the full control effect
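Pol eta at 10 nM preincubated with compounds 15 min at room temperature; reaction started with fluorescent substrate (50 nM final) and read kinetically at 0 and 10 min.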
POLK inh: blocks human DNA polymerase kappa activity. Q9UBT6. purified Pol kappa, fluorescent DNA synthesis assay, 10 min. Potency, µM (series often up to 107 µM), without a hit: at the highest dose activity, negative = inhibition, actives largely listed as inhibitors. 0.53% of 400,000 active. AID 588579; also: potency is read from the fitted curve at half-maximal effect; % is scaled to controls: 0 for no effect and ±100 for the full control effect
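Activity was followed as the change in fluorescence between reads at 0 and 10 min after starting the reaction with 50 nM substrate. Beforehand, 10 nM polymerase had been preincubated with compound for 15 min at room temperature.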
Pol beta inh: blocks human DNA polymerase beta activity. P06746. Pol beta primer extension/strand displacement, fluorescence kinetic. Potency, µM (top dose mostly 114 µM), without a hit: at the top dose activity change, negative = inhibition, usual class: inhibitors. 1.3% of 340,000 active; also: potency is read from the fitted curve at half-maximal effect; % is scaled to controls: 0 for no effect and ±100 for the full control effect
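Preincubation: enzyme (10 nM) with compound, 15 min, RT. Reaction: substrate added to 50 nM final. Reads: 0 and 10 min. Analysis: normalized, Hill fit.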
PGK inhibitor: T. brucei PGK inhibition. PGK/GAPDH coupled, Kinase-Glo luminescence, 60 min. 0.043% of 380,000 active. Potency, µM (top dose mostly 57.5 µM), inactives show top-dose activity change, negative = inhibition, hits mostly inhibitors. P07378. AID 602233; also: potency is read from the fitted curve at half-maximal effect; % is scaled to controls: 0 for no effect and ±100 for the full control effect; nearly all actives have a fitted effect of over 60% in size
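Luminescent ATP detection (Kinase-Glo Plus) follows a 60-minute room-temperature incubation, with wells lacking PGK as controls. Buffer: 100 mM TEA (pH 7.6), 5 mM MgCl2, 0.01% Tween-20. Coupling enzyme GAPDH (100 nM final) supplies unstable 1,3-BPG in-well.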
Anesthetic bind: candidate novel general anesthetic via apoferritin binding | 0.074% of 350,000 active | apoferritin/1-aminoanthracene competitive binding, fluorescence | Potency, µM (doses to about 77.5 µM), without a hit: at the top dose activity change, negative = displacement, hits mostly inhibitors | AID 485281 | P02791; also: potency is read from the fitted curve at half-maximal effect; % is scaled to controls: 0 for no effect and ±100 for the full control effect; nearly all actives have a fitted effect of over 20% in size
Target sequence (P02791 2-175 limits assumed): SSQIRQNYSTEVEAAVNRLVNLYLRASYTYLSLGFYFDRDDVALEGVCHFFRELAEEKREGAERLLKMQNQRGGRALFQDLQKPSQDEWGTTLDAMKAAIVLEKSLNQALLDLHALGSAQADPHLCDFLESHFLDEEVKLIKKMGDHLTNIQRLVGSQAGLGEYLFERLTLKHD
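10 uM apoferritin + 50% sat. 1-AMA, PBS; cpd 10 min RT; Ex380/Em535 endpoint; normalized to free probe vs complex; 4-param Hill fit; propofol titration as pos. ctrl.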
BLM inh: inhibitors of human Bloom syndrome helicase BLM; Potency, µM (doses to about 56.1 µM), for inactives: top-dose activity change, negative = inhibition, actives largely listed as inhibitors; AID 2528; 0.2% of 350,000 active; recombinant BLM DNA unwinding, fluorescence dequenching; P54132;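 also: potency is read from the fitted curve at half-maximal effect; plate controls were vehicle for no effect and no enzyme for full effect; nearly all actives have a fitted effect of over 35% in size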
* = called active by the depositor; i = inactive; u = inconclusive; x = not tested or not shown; & = joins results of further samples; [ ] = remark or other dose. Unless noted, calls follow the shape of the dose curve; as a rule, active = well fitted curve in the direction sought with a large enough effect; inconclusive = small, poorly fitted or top-dose-only effect, or another doubt; inactive = no such curve, though single readings can be large; an effect the other way counts as inactive or inconclusive. Not all compounds are listed, so the mix of outcomes need not match the whole.

SMILES	RXFP1 antagonist	APE1 inh	POLI inh	POLH inh	POLK inh	Pol beta inh	PGK inhibitor	Anesthetic bind	BLM inh
O=C(O)C1CCCN(S(=O)(=O)c2ccccc2)C1 (stereo not given)	-9	-2%	25%	0%	-4%	7%	-4%	-5%	2%
CSc1nnc2c3cc(F)ccc3n(Cc3ccccc3)c2n1	-10	-6%	15%	-6%	-2%	-1%	-3%	4%	3%
Cc1cc(C)nc(SCC(=O)NC2CCCCC2C)n1 (stereo not given)	-61*	-11%	32%[activator]	0%	-7%	x	2%	x	x
CN(C(=O)c1ccc(S(=O)(=O)N(C)C)cc1)c1ccc2ccccc2c1	10	29%	57%[activator]	-17%	4%	11%	i	7%	-1%
CCOCCCNC(=O)C(c1ccc(C)cc1)N(Cc1cccs1)C(=O)c1ccc(NC(C)=O)cc1 (stereo not given)	-16	x	-4%	2%	-1%	15%	-8%	3%	5%
COc1cccc(C(=O)NC(C)C(c2cccs2)N2CCOCC2)c1 (stereo not given)	2	1%	9%	-10%	-3%	9%	1%	5%	1%
COc1ccc(C2CC3CC(c4ccccc4)N2O3)cc1 (stereo not given)	12	-4%	3%	8%	-11%	-6%	-2%	u	-3%
CCC(Sc1nc2cc(OC)c(OC)cc2c2nc(-c3ccccc3)nn12)C(=O)Nc1cccc(C)c1 (stereo not given)	x	x	3%	-14%	-1%	16%	i	2%	-4%
Cc1cccc(C)c1NC1=NC(=S)N(c2ccc(C(=O)O)cc2)C12CCCCC2	13	0%	6%	-11%	-6%	0%	10%	-2%	-7%
CCOC(=O)CNC(=O)Cn1cnc2c(nnn2-c2ccc(F)cc2)c1=O	2	-1%	-6%	-18%	-9%	1%	1%	-9%	3%
Cc1nn(Cc2ccccc2)c(Cl)c1C(=O)OC(C)C#N (stereo not given)	-17	-2%	63%[activator]	-19%	3%	-6%	i	-16%	-4%
CCOC(=O)c1sc(C)c(C(=O)NCCCN2CCOCC2)c1N	-5	-3%	14%	-11%	1%	30%	-9%	-6%	-3%
CN(c1ccc(C(=O)N2CCCCC2)cc1)S(=O)(=O)c1cccs1	-31	40%[activator]	0%	-9%	-5%	34%	-7%	-7%	1%
O=C(O)/C=C/C(=O)Nc1ccc(Cl)c(C(=O)O)c1	-3	u	u	45µM*	-30%	u	-12%	-9%	-3%
COc1cc(NC(=O)c2cccs2)ccc1NC(=O)c1ccccc1Cl	-15	-5%	177%[activator]	-11%	-6%	u	-6%	-9%	-8%
O=C(COc1ccc(F)cc1)OCc1cc(=O)n2nc(-c3cccs3)sc2n1	x	x	u	-10%	u	u	-2%	-12%	-9%
CC(=O)c1cccc(NC(=O)c2ccc([N+](=O)[O-])o2)c1	12	x	79µM*	-14%	-22%	x	-3%	x	x
CCOc1ccc(C(=O)NCC(c2ccco2)S(=O)(=O)c2ccc(C)cc2)cc1 (stereo not given)	-25	x	11%	-12%	-9%[60.1 µM]	1%	i	-5%	-1%
CCNC(=O)N1CCC(c2nc3ccccc3s2)CC1	-1	56%[activator]	u	-6%	-4%	1%	-2%	10%	-4%
O=C(NC(=S)NCCc1ccccc1)c1ccccc1F	9	-18%	-3%	-26%	-6%	-16%	0%	u	-9%
O=C(COC(=O)CCc1nc2ccccc2c(=O)[nH]1)NC(=O)NC1CCCC1	11	4%	-6%	-9%	2%	-25%	-11%	-6%	2%
CCCc1ccc(OCc2ccc(C(=O)NCc3cccnc3)o2)c(OC)c1	-1	8%	19%	-11%	0%	u	i	-21%	-8%
COc1ccc(OC)c(CCNC(=O)c2ccc3c(c2)N(Cc2ccc(F)cc2)CCS3)c1	26	-11%	-6%	4%	8%	33%	-2%	157%[activator]	-6%
COc1cccc(-c2noc(CCC(=O)NC3CCCCC3)n2)c1	-6	-3%	4%	4%	-5%	-15%	-2%	-8%	-1%
CCCCN(C(=O)C1CCCC1)C1CCS(=O)(=O)C1 (stereo not given)	-5	25%	29%	0%	-14%	x	-10%	x	x
COC(=O)CCn1nnc(-c2ccc(C(C)C)cc2)n1	-6	2%	11%	-5%	-8%	-8%	i	-5%	5%
CCCOc1ccc(C(=O)Nc2cc3nn(-c4ccc(CC)cc4)nc3cc2C)cc1	-10	x	10%	-15%	-9%	2%	-4%	-7%	2%
CCn1c(=O)c2cc(C(=O)NCCCN3CCN(C)CC3)sc2c2ccccc21	x	x	4%	-7%	-12%	18%	0%	-14%	42%[activator]
Cn1cccc1Cc1nnc(SCC(=O)Nc2ccc(F)cc2)n1CCc1ccccc1	0	0%	-9%	-17%	1%	1%	2%	-4%	0%
O=C1c2ccccc2C(=O)C1(c1ccccc1)N1CCN(c2cccc(Cl)c2)CC1	-10	x	3%	u	-2%	-16%	i	-5%	-8%
Clc1ccc(SCCn2cncn2)cc1	-5	0%	u	-5%	5%	u	i	-10%	1%
CN(CC(=O)NCc1ccccn1)S(=O)(=O)c1cc(Cl)ccc1Cl	-12	-1%	7%	-9%	-20%	x	-3%	x	x
Cc1oc2ncn(CC(C)C)c(=O)c2c1C(=O)NCCc1ccc(Cl)cc1	x	x	18%	-22%	-9%	-25%	-3%	-1%	3%
CC1CC(C)CN(C(=O)COC(=O)c2ccc3c(c2)C(=O)N(Cc2ccco2)C3=O)C1 (stereo not given)	1	6%	34%[activator]	-23%	-3%	x	4%	x	x
O=C1CN(C(=O)c2ccccn2)c2ccccc2N1	-11	-1%	9%	-12%	-2%	-10%	4%	-7%	-2%
COc1ccccc1NC(=O)C1CCN(C(=O)C2CC(=O)N(c3ccc(C)cc3)C2)CC1 (stereo not given)	-7	-11%	6%	-7%	3%	16%	-9%	3%	-5%
COCC(C)n1c(C)cc(C(=O)CN2C(=O)NC3(CCCCC3C)C2=O)c1C (stereo not given)	-9	0%	15%	-11%	-3%	4%	4%	-13%	1%
O=C(COC(=O)c1ccc(Cl)nc1)NCCC1=CCCCC1	2	9%	182%[activator]	-14%	-4%	1%	3%	-14%	0%
CCc1ccc(NC(=O)CCc2nc3cccnc3n2Cc2ccc(OC)cc2)cc1	-3	0%	22%	-8%	-7%	-1%	-9%	-1%	-8%
Cc1cc(-c2cccc([N+](=O)[O-])c2)nc2ccccc12	-7	4%	148%[activator]	-23%	-9%	10%	-3%	-8%	0%
CCCCOc1cc(C(=O)NCCN(CC)CC)c2ccccc2n1	-13	-7%	6%&9%	-5%&-12%	7%	7%&0%	-3%&-9%	-6%	4%
Cc1sc2cc(-c3cccc([N+](=O)[O-])c3)c(-c3cccc([N+](=O)[O-])c3)c[n+]2c1C	-2	-1%	20%	-6%	4%	33%	-1%	5%	-8%
CN(C)c1ccc(C(=O)NCc2ccc3c(c2)OCO3)cc1	7	28%	59%[activator]	1%	-8%	0%	-2%	-12%	-1%
COc1ccc2sc(N(Cc3cccnc3)C(=O)C3CCCCC3)nc2c1	u	x	-11%	-19%	2%[60.1 µM]	-20%	-5%	u	-9%
CCN(CC)CC(C)CNC(=O)C1(O)c2ccccc2NC(=O)N1c1ccc(Cl)c(Cl)c1 (stereo not given)	4	4%	15%	-16%	-15%	17%	-2%	-12%	-3%
COC(=O)c1ccccc1NC(=O)Nc1ccc(C(=O)N2CCCC2)cc1	-11	-1%	-1%	-15%	-19%	6%	-9%	-10%	-1%
CCc1nc(SCC(=O)c2ccccc2)c2ccccc2n1	-2	9%	18%	-2%	-12%	-13%	-2%	-13%	-7%
CCOC(=O)c1sc(NCc2ccco2)c(-c2nc3ccccc3s2)c1N	-7	u	0%	-9%	-17%	3%	i	6%	-9%

Part of the list above in order of heavy-atom count, falling.
SMILES	RXFP1 antagonist	APE1 inh	POLI inh	POLH inh	POLK inh	Pol beta inh	PGK inhibitor	Anesthetic bind	BLM inh
CCOCCCNC(=O)C(c1ccc(C)cc1)N(Cc1cccs1)C(=O)c1ccc(NC(C)=O)cc1 (stereo not given)	-16	x	-4%	2%	-1%	15%	-8%	3%	5%
CCCOc1ccc(C(=O)Nc2cc3nn(-c4ccc(CC)cc4)nc3cc2C)cc1	-10	x	10%	-15%	-9%	2%	-4%	-7%	2%
Cc1cccc(C)c1NC1=NC(=S)N(c2ccc(C(=O)O)cc2)C12CCCCC2	13	0%	6%	-11%	-6%	0%	10%	-2%	-7%
CN(CC(=O)NCc1ccccn1)S(=O)(=O)c1cc(Cl)ccc1Cl	-12	-1%	7%	-9%	-20%	x	-3%	x	x
CCc1nc(SCC(=O)c2ccccc2)c2ccccc2n1	-2	9%	18%	-2%	-12%	-13%	-2%	-13%	-7%
Cc1cc(-c2cccc([N+](=O)[O-])c2)nc2ccccc12	-7	4%	148%[activator]	-23%	-9%	10%	-3%	-8%	0%

Next part.
SMILES	RXFP1 antagonist	APE1 inh	POLI inh	POLH inh	POLK inh	Pol beta inh	PGK inhibitor	Anesthetic bind	BLM inh
CCOC(=O)CSc1nc(-c2ccncc2)ccc1C#N	6	1%	3%	-24%	-4%	22%	4%	-12%	3%
COC(=O)c1ccc(OCC(=O)c2ccccc2)cc1	5	-1%	-2%	-13%	1%	1%	-5%	-24%	-2%
CCCCOC(=O)Cn1c(=O)n(CC(=O)OCCCC)c2ccccc21	-7	4%	-17%	-17%	-9%	9%	i	-20%	-4%
CCCCC/C=C\C/C=C\CC1OC1C/C=C\CCCC(=O)O (stereo not given)	x	5%&-3%	x	x	2%[19.4 µM]	x	x	-4%	-4%
CC(=O)c1ccc(OCc2cc(C(=O)N(C)Cc3ccon3)no2)cc1	6	9%	-11%	-5%	-13%	8%	-2%	-22%	-11%
O=C(NNC(=O)C1CCCN(c2ncccn2)C1)c1ccncc1 (stereo not given)	-1	7%	13%	-3%	7%	20%	x	-8%	2%
OCCN1CCN(c2cc(C(F)(F)F)nc3c(F)cccc23)CC1	x	3%	52%[activator]	-2%	8%	-7%	-9%	10%	5%
Cc1ccc(OCC(=O)N(Cc2ccccc2)C2CCS(=O)(=O)C2)c([N+](=O)[O-])n1 (stereo not given)	-5	0%	18%	-5%	6%	-5%[57.1 µM]	-11%	-17%	2%
